SR-BI DiI-HDL act – enhances SR-BI lipid uptake from DiI-HDL; hit rate 0.096% among 320,000; CHO ldlA[mSR-BI] cells, DiI-HDL uptake fluorescence, 3 h; 100 = double the neutral-control signal; activation, % at 12.5 µM;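 active means mean replicate activation of at least 60% and every replicate at or above 60%; inconclusive means mean or all-replicate condition met, but not both; inactive means mean below 60% and not all replicates reaching 60%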;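 further: 0% = median plate neutral-control signal and 100% = twice that signal; values of inactives mirror those of a sister screen read the other way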
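Test system: SR-BI-overexpressing, LDLR-lacking CHO cells; Medium: Ham's F12 with 0.5% BSA, HEPES 25 mM, pH 7.4; Schedule: 3 h, 37 °C; Technique: bottom-read fluorescence, 550/595 nm.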
NSD2 HMT inh – NSD2 (human) methyltransferase inhibition. O96028. NSD2 peptide methylation, AlphaScreen, 120 min. inhibition, % at 12.5 µM. hit rate 0.54% among 310,000. AID 743445; in the data active means inhibition above about 50%
Target sequence (O96028 whole entry, looked up): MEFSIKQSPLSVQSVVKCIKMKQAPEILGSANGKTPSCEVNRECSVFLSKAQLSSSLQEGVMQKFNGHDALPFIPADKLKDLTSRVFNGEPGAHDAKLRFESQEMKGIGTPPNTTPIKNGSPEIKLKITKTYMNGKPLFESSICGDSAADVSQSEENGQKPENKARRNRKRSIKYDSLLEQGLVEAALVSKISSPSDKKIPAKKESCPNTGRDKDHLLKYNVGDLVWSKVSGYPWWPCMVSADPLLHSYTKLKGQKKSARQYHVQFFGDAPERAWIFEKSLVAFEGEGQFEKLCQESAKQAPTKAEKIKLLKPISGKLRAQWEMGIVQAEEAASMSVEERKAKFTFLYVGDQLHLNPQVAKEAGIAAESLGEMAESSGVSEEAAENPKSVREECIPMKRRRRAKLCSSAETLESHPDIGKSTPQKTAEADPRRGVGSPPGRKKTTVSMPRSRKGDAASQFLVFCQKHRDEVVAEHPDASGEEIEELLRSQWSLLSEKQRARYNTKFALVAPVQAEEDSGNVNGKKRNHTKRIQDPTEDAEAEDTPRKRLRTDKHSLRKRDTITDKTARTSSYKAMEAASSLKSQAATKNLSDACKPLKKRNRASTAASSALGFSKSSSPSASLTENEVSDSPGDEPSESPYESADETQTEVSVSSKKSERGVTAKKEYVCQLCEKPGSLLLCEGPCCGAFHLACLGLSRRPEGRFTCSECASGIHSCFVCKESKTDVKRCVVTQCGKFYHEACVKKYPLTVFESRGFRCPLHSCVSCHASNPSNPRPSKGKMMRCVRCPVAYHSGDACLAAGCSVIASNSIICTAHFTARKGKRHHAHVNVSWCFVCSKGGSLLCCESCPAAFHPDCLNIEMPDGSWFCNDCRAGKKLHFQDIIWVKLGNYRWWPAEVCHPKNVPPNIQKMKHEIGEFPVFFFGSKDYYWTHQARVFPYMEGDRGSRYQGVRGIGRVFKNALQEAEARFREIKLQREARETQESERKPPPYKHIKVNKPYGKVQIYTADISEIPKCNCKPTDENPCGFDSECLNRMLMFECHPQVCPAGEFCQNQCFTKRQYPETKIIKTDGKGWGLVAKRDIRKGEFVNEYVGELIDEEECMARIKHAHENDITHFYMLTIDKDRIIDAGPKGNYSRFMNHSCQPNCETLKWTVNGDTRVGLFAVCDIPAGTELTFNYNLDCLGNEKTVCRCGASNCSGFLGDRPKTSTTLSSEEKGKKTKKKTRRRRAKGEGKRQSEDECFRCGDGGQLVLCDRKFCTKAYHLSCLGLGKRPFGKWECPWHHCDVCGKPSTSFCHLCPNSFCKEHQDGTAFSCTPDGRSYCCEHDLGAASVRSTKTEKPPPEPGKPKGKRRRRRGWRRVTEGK
MITF TRPM1 HTS – MITF TRPM1 promoter activation in melanoma cells; SK-MEL-5 TRPM1-promoter luciferase, 24 h; % of positive control, neutral wells = 0; activation, % at 12.5 µM; hit rate 0.75% among 300,000;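 active means mean activation of at least 80% with every replicate also reaching 80%; inconclusive means mean reaches 80% but some replicate falls short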;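 further: 0% = neutral control wells and 100% = parthenolide positive control wells; values of inactives mirror those of a sister screen read the other way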
dFosB activator – activators of mouse delta FosB homodimer | hit rate 0.99% among 340,000 | P13346 | activation, % at 25 µM | purified delta FosB, TAMRA-CDK5 oligo fluorescence polarization; percent of positive-control signal above neutral wells;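 active means mean activation above about 17%, with every replicate also reaching it, limit read from the data, passing the limit was not always enough; inconclusive means only one of the two conditions met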;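 further: fluorescence polarization rise as delta FosB binds a TAMRA Cdk5 AP-1 oligo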
PfHsp90 yeast 2 – growth inhibition of yeast expressing Plasmodium Hsp90; S. cerevisiae expressing PfHsp90, BacTiter-Glo ATP, 48 h; yeast lacking PDR1 and PDR3 efflux regulators; inhibition, % at 9.4 µM; hit rate 0.32% among 310,000;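 active means every replicate shows inhibition above about 80%, whatever the replicate mean, limit read from the data; inconclusive means mean inhibition reaches the set limit but some replicate falls short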;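 further: 0% = DMSO neutral controls and 100% = 20 µM radicicol positive controls; yeast relying on Plasmodium falciparum Hsp90 in place of its own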
SR-BI HDL uptake – mouse SR-BI HDL lipid transfer inhibition; inhibition, % at 12.5 µM; hit rate 0.96% among 320,000; Q61009; ldlA[mSR-BI] CHO cells, DiI-HDL uptake fluorescence, 3 h; AID 488896;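 active means mean replicate inhibition of at least 70% and a set share of replicates each scoring 70 or more; inconclusive means meets just one of the two criteria; inactive means fails both criteria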;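 further: 0% = median of neutral control wells and 100% = median of positive control wells; values of inactives mirror those of a sister screen read the other way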
CAL PDZ FP-1 – CAL PDZ (human) peptide binding inhibition. purified CAL PDZ, TMR-peptide fluorescence polarization, 1 h. hit rate 0.92% among 300,000. AID 602252. inhibition, % at 24.9 µM;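 active means mean inhibition of at least 30% with at least half of replicates also reaching 30%; inconclusive means no clear call, values can overlap the other calls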;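 further: 0% = DMSO neutral control and 100% = excess unlabeled competitor peptide PRC23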
Rtt109 Vps75 – C. albicans Rtt109 histone acetyltransferase inhibition; Q5AAJ8; purified Rtt109/Vps75, ThioGlo CoA-SH fluorescence, 4 h; inhibition, % at 34.9 µM; hit rate 0.16% among 330,000; AID 540336;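 active means inhibition of at least 50% in every replicate; inconclusive means best replicate reaches 50% inhibition but some replicates fall short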
CAL PDZ FP-2 – inhibitors of human CAL PDZ peptide binding; AID 504414; purified CAL PDZ, TMR-peptide fluorescence polarization, 1 h; Q9HD26; inhibition, % at 20 µM; hit rate 0.02% among 330,000;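 active means highest replicate inhibition of at least 40%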;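 further: plate controls were DMSO neutral control wells for no effect and unlabeled competitor peptide control wells for full effect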
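Material: tagged CAL PDZ domain; buffer or medium: 25 mM sodium phosphate pH 7.4, 150 mM NaCl, TCEP, IgG, Thesit; compound dosing: single point, 20 µM; schedule: 1 h incubation at room temperature before polarization reading; measured by: FP readout, S and P plane fluorescence; read-out basis: percent inhibition from loss of millipolarization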
PvdQ inh – P. aeruginosa PvdQ acylase inhibition | AID 488965 | inhibition, % at 10 µM | hit rate 0.063% among 340,000 | purified PvdQ acylase, fluorescence plate reader; in the data active means inhibition above about 30%, passing the limit was not always enough; inconclusive means no clear call, values can overlap the other calls;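 further: 0% = vehicle neutral wells and 100% = reference inhibitor wells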
* marks the source's active call; other numbers are inactive results; ? = inconclusive; · = no result given.

SMILES	SR-BI DiI-HDL act	NSD2 HMT inh	MITF TRPM1 HTS	dFosB activator	PfHsp90 yeast 2	SR-BI HDL uptake	CAL PDZ FP-1	Rtt109 Vps75	CAL PDZ FP-2	PvdQ inh
CCN1/C(=C2\C(=O)N(c3ccccc3)N=C2C)C=Cc2cc(C)ccc21	-21	-1	-12	-3	9	21	-2	5	-1.4	-2
Cc1onc(-c2ccccc2Cl)c1C(=O)N1CCCCC1C(=O)O (stereo unspecified)	1	·	-1	4	-7	-1	2	1	0.0	-5
O=C(CC1NC(=O)NC1=O)Nc1ccccc1 (stereo unspecified)	26	1	·	-3	·	-26	-4	-1	-2.8	1
CC(C)CC1NC(=O)N(CC(=O)Nc2ccccc2-c2ccccc2)C1=O (stereo unspecified)	17	-3	-7	-5	·	-17	2	14	0.8	-10
CCCOc1nc2c(c(=O)n(C)c(=O)n2C)n1CCC	3	2	12	1	-5	-3	-3	-1	-2.8	-3
O=C(CN1C(=O)NC2(CCCCC2)C1=O)N1CCN(S(=O)(=O)c2ccc(F)cc2)CC1	36	0	-2	-3	·	-36	-5	2	-2.0	-8
CC(=O)Nc1ccc(N2C(=O)CSC2c2ccccc2)cc1 (stereo unspecified)	-15	1	-17	-5	8	15	-3	4	0.6	-14
O=C(Nc1ccc(Cl)cc1)N1CCOC12CCC1(CC2)OCCO1	23	-3	1	0	-10	-23	-1	6	-1.2	9
COCCN(C(=O)CSc1nc2ccccc2c(=O)n1CCOC)c1c(N)n(Cc2ccccc2)c(=O)[nH]c1=O	18	-2	-3	-8	-23	-18	0	-5	-0.5	-11
Cc1c(C(=O)Nc2ccccc2)sc2nc3n(c(=O)c12)CCCCC3	-37	-1	61	-10	8	37	5	-13	-2.0	15
COc1ccc(C2Nc3ccccc3C(=O)N2NS(=O)(=O)c2ccccc2)cc1 (stereo unspecified)	8	-2	17	2	-7	-8	-1	-7	-0.3	22
CC(=O)NC(Cc1cc(C)ccc1C)C(=O)N1CCN(C(=O)c2ccccc2Br)CC1 (stereo unspecified)	-8	·	-1	-6	-18	8	-9	·	-2.2	-20
CC(=O)N1N=C(c2cccc(Cl)c2)OC1c1cccc([N+](=O)[O-])c1 (stereo unspecified)	-24	1	-1	-9	33	24	1	-2	-1.0	-9
CN(C)CCNC(=O)c1c(NC(=O)c2ccccc2)sc2c1CCCC2	-17	3	·	6	13	17	·	10	-1.3	-14
CCCNC(=O)Cn1nc(C(F)(F)F)c2c1CCCC2	6	-2	-4	-1	-6	-6	-4	-2	-0.7	-19

A draw from above in order of length of the SMILES, highest first.
SMILES	SR-BI DiI-HDL act	NSD2 HMT inh	MITF TRPM1 HTS	dFosB activator	PfHsp90 yeast 2	SR-BI HDL uptake	CAL PDZ FP-1	Rtt109 Vps75	CAL PDZ FP-2	PvdQ inh
COCCN(C(=O)CSc1nc2ccccc2c(=O)n1CCOC)c1c(N)n(Cc2ccccc2)c(=O)[nH]c1=O	18	-2	-3	-8	-23	-18	0	-5	-0.5	-11
O=C(CN1C(=O)NC2(CCCCC2)C1=O)N1CCN(S(=O)(=O)c2ccc(F)cc2)CC1	36	0	-2	-3	·	-36	-5	2	-2.0	-8
CC(=O)N1N=C(c2cccc(Cl)c2)OC1c1cccc([N+](=O)[O-])c1 (stereo unspecified)	-24	1	-1	-9	33	24	1	-2	-1.0	-9
CCN1/C(=C2\C(=O)N(c3ccccc3)N=C2C)C=Cc2cc(C)ccc21	-21	-1	-12	-3	9	21	-2	5	-1.4	-2
CC(C)CC1NC(=O)N(CC(=O)Nc2ccccc2-c2ccccc2)C1=O (stereo unspecified)	17	-3	-7	-5	·	-17	2	14	0.8	-10
Cc1c(C(=O)Nc2ccccc2)sc2nc3n(c(=O)c12)CCCCC3	-37	-1	61	-10	8	37	5	-13	-2.0	15
CN(C)CCNC(=O)c1c(NC(=O)c2ccccc2)sc2c1CCCC2	-17	3	·	6	13	17	·	10	-1.3	-14
Cc1onc(-c2ccccc2Cl)c1C(=O)N1CCCCC1C(=O)O (stereo unspecified)	1	·	-1	4	-7	-1	2	1	0.0	-5
CC(=O)Nc1ccc(N2C(=O)CSC2c2ccccc2)cc1 (stereo unspecified)	-15	1	-17	-5	8	15	-3	4	0.6	-14
CCCOc1nc2c(c(=O)n(C)c(=O)n2C)n1CCC	3	2	12	1	-5	-3	-3	-1	-2.8	-3

Sorted by the number under CAL PDZ FP-2 (lowest first): some entries from above.
| SMILES | SR-BI DiI-HDL act | NSD2 HMT inh | MITF TRPM1 HTS | dFosB activator | SR-BI HDL uptake | CAL PDZ FP-1 | Rtt109 Vps75 | CAL PDZ FP-2 | PvdQ inh |
| --- | --- | --- | --- | --- | --- | --- | --- | --- | --- |
| Cc1c(C(=O)Nc2ccccc2)sc2nc3n(c(=O)c12)CCCCC3 | -37 | -1 | 61 | -10 | 37 | 5 | -13 | -2.0 | 15 |
| CCCNC(=O)Cn1nc(C(F)(F)F)c2c1CCCC2 | 6 | -2 | -4 | -1 | -6 | -4 | -2 | -0.7 | -19 |
| CC(C)CC1NC(=O)N(CC(=O)Nc2ccccc2-c2ccccc2)C1=O (stereo unspecified) | 17 | -3 | -7 | -5 | -17 | 2 | 14 | 0.8 | -10 |

Further records follow:
SMILES	SR-BI DiI-HDL act	NSD2 HMT inh	MITF TRPM1 HTS	dFosB activator	PfHsp90 yeast 2	SR-BI HDL uptake	CAL PDZ FP-1	Rtt109 Vps75	CAL PDZ FP-2	PvdQ inh
O=C(CN(C(=O)CCC(=O)Nc1nccs1)c1cccc(F)c1)NCc1ccc(F)cc1	-12	0	1	9	-33	12	0	-7	-0.9	-13
Cc1ccc(S(=O)(=O)Nc2ccccc2C(=O)N2CCCCC2)cc1	·	9	-6	-3	-8	-11	-3	1	-1.1	-7
O=C(Nc1ccccc1Cl)c1cc(S(=O)(=O)N2CCCC(C(=O)O)C2)ccc1F (stereo unspecified)	-3	3	-2	-10	-8	3	0	6	-0.3	10
O=C(CCCN1C(=O)c2ccccc2C1=O)NCCN1C(=O)S/C(=C\c2cccs2)C1=O	·	-1	-10	3	-1	·	-2	2	-2.3	2
O=S1(=O)[C@H]2C[C@@H]3C=C[C@]2(CN1Cc1ccc(C(F)(F)F)cc1)O3	4	·	10	-1	·	-4	-2	3	0.9	-15
C[C@H](CO)N1C[C@H](C)[C@H](CN(C)Cc2ccncc2)Oc2ccc(NC(=O)Nc3ccc(C(F)(F)F)cc3)cc2CC1=O	20	·	-22	1	-12	-20	-1	5	-0.5	-11
CCOc1cc(/C=N/NC(=O)c2cccc(S(=O)(=O)N3CCCC3)c2)ccc1OCC(=O)N(C)C	-41	-1	0	-5	22	41	1	-1	-1.3	-3
Cc1c(NC(=O)c2ccc(S(=O)(=O)N3CCOCC3)cc2)c(=O)n(-c2ccccc2)n1C	11	0	1	-5	0	-11	1	-6	-0.8	0
CCOC(=O)C(Cc1ccccc1)NC(=O)CNC(C)=O (stereo unspecified)	-3	-9	·	-1	·	3	-2	·	-1.9	0
CCOC(=O)c1cnn(-c2cc(C(C)(C)C)nc3c(-c4ccccc4)c(C)nn23)c1N	-16	0	2	-8	·	16	·	-10	-1.3	0
Cc1ccc(C)c(-n2nnnc2SCC(=O)Nc2c(C)n(C)n(-c3ccccc3)c2=O)c1	-16	-1	·	-3	9	16	1	-5	0.9	18
COc1ccccc1NC(=O)Nc1ccnn1Cc1cccs1	-24	6	-21	2	-15	24	57*	-8	-0.6	-6
N#CC1=C(SCC(=O)c2cc3ccccc3oc2=O)NC(=O)C(C#N)C12CCCC2 (stereo unspecified)	19	24	-9	-15	-6	-19	-1	-19	·	-11
CC(=O)c1ccc(S(=O)(=O)N2CCN(C)CC2)cc1	2	-5	6	-5	1	-2	·	1	0.1	-3
COc1cc(CNCc2ccccn2)ccc1OCc1cccc(Cl)c1	-25	14	35	-11	6	25	-2	14	-2.2	0
CC(C)CN(c1ccccc1)S(=O)(=O)c1nnc(NC(=O)C(C)C)s1	16	24	-8	-9	-17	-16	-1	·	0.2	-21
CCN(CC)c1ccc(C2C(C(C)=O)C(=O)CC(C)(O)C2C(C)=O)cc1 (stereo unspecified)	-3	-1	-5	-2	4	3	0	-4	-2.4	1
COc1ccc(Nc2c(-c3ccco3)nc3ccc(C)cn23)cc1	·	1	7	-5	11	·	6	-7	1.5	-11
Clc1ccc(OCCn2ccnc2)cc1Cl	-10	0	·	-18	-12	10	-1	2	-3.6	-9
CC(C)(C)c1ccc(C(=O)OCCN2CCCCC2)cc1	0	6	22	-1	-5	0	-3	0	-0.1	-8
O=C(N/N=C/C=C\c1ccccc1[N+](=O)[O-])c1ccco1	-12	2	8	-2	-9	12	·	14	-1.1	21
CC(c1n[nH]c(=S)n1-c1ccc(Cl)cc1)N(C)C (stereo unspecified)	2	-1	-13	-4	-1	-2	-3	-1	0.6	0
Nc1ncccc1C(=O)OCC(=O)NC1CCCCCC1	25	6	-1	-12	-14	-25	-7	2	-0.3	-22
O=C(NCc1ccco1)C1CC(c2ccc(Cl)c(Cl)c2)=NO1 (stereo unspecified)	7	-2	·	-2	3	-7	·	-15	0.3	-9
CCCCOC(=O)c1ccc(NC(=O)Nc2ccc(OC)c(OC)c2)cc1	-60	0	9	3	-13	60	-6	1	1.8	-11
CCC(=O)N1CCc2cc(S(=O)(=O)NCCC(=O)Nc3ccc(OC)cc3)ccc21	10	2	0	-7	-10	-10	-11	-7	-0.4	-22
Cn1c2ccccc2c2cc(/C=N/NC(=O)c3cc(O)ccc3O)ccc21	-6	-1	-2	-10	·	6	-5	-3	-2.5	-4
O=C(NCc1ccncc1)C(=O)N/N=C/c1ccccn1	0	-16	-2	7	0	0	56*	-6	-1.5	-15
COc1ccc(-c2cc(C(=O)Nc3cnn(Cc4ccccc4C)c3)no2)cc1OC	-57	0	-12	?	17	57	-4	0	-1.2	-1
O=C(COC(=O)c1ccc(Cl)nc1)Nc1ccccc1OC(F)F	-6	40	-12	-3	3	6	-4	-3	0.5	-15
CCn1c(SCC(=O)N(C)c2c(N)n(Cc3ccccc3)c(=O)[nH]c2=O)nc2ccccc21	13	-4	2	-4	9	-13	5	3	0.1	-8
O=C(CC1C(=O)NCCN1Cc1cccc(F)c1)NCCCN1CCCC1=O (stereo unspecified)	21	-2	-13	-4	-9	-21	-5	-6	-4.0	-16
Cc1ccc(NC(=O)c2cccc(F)c2)cc1S(=O)(=O)N1CCCCCC1	-66	-1	-11	-6	-2	66	-3	-5	-2.8	11
COc1ccccc1N1CCN(C(=O)c2nn(C)c3c2CS(=O)(=O)c2ccccc2-3)CC1	-40	1	5	-5	-4	40	·	-1	-0.8	-4
CC(C)(C)n1[nH]c2c3c(ccc2c1=O)C(=O)c1ccccc1C3=O	-28	5	·	-6	·	28	-3	12	1.5	-10

Bioassay records (PubChem BioAssay)
